M. tuberculosis: growth inhibition of non-replicating M. tuberculosis (AID 488890). inhibition, % at 25 µM; hits with a dose series show IC50 in µM. Mycobacterium tuberculosis non-replicating, growth inhibition; higher % means a stronger effect. 320,000 tested, 0.39% active; in the data active = a potency from the dose series; inconclusive = inhibition mostly from about 82% at the one dose, without a potency; inactive = the rest, 99 in 100 with inhibition below about 76%;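 also: plate controls were DMSO cells for no effect and high antibiotic wells for full effect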
PhoP GFP inhibition: Inhibition of PhoP regulon, Salmonella typhi GFP reporter cells, confirmation, 4 h (AID 1850). Salmonella Typhi PhoP-promoter GFP reporter, fluorescence, 4 h; higher % means a stronger effect. one-dose inhibition, % at 50 µM; IC50 in µM for titrated hits. 310,000 tested, 0.33% active; in the data active = a potency from the dose series; inconclusive = inhibition mostly from about 25% at the one dose, without a potency; inactive = the rest, 99 in 100 with inhibition below about 19%;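 also: 0% = induced wells with vehicle and 100% = uninduced wells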
inhibitors of VEEV: inhibitors of VEEV TC-83 cytopathic effect, confirmation, Vero cells (AID 588727); 350,000 tested, 0.13% active; Vero cells, VEEV TC-83 cytopathic effect inhibition; higher % means a stronger effect; one-dose inhibition, % at 20 µM; IC50 in µM for titrated hits; in the data active = a potency from the dose series; inconclusive = inhibition mostly from about 14% at the one dose, without a potency; inactive = the rest, 99 in 100 with inhibition below about 12%; also: strong numbers were not always called active
influenza NS1A: NS1A inhibition, H1N1 influenza, cell based functional assay (AID 504329); NS1A functional cell-based assay, percent inhibition; higher % means a stronger effect; one-dose inhibition, % at 12.5 µM; IC50 in µM for titrated hits; 340,000 tested, 0.3% active; in the data active = a potency from the dose series; inconclusive = inhibition above about 27% without an active follow-up result; also: strong numbers were not always called active
M. tuberculosis HTS: M. tuberculosis growth inhibition, HTS (AID 449762). inhibition, % at 25 µM; hits with a dose series show IC50 in µM. 330,000 tested, 0.59% active. M. tuberculosis H37Rv growth inhibition, 7H9 media; higher % means a stronger effect; in the data active = a potency from the dose series; inconclusive = inhibition above about 70% without an active follow-up result;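 also: bacterial growth assessed after seven days of incubation; strong numbers were not always called active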
inhibitors of VEEV 10K pilot screen: further read-out of inhibitors of VEEV, marked with its call; inhibition, %; measured here: 10K pilot screen inhibition
An asterisk follows results filed as active; i = inactive; ? = inconclusive; nt = no result given.

SMILES	M. tuberculosis	PhoP GFP inhibition	inhibitors of VEEV	influenza NS1A	M. tuberculosis HTS	others
Cc1ccc(C(C(=O)NC(C)(C)C)N(C(=O)c2csnn2)c2ccccc2F)o1 (stereo not drawn)	14%	-7%	i	-5%	-15%
Cc1ccc(N2CN(S(=O)(=O)c3cccc([N+](=O)[O-])c3)c3nc4ccccc4nc32)cc1	-2%	-8%	i	6%	-3%
COc1ccc(/C=N/NC(=O)c2ccncc2)c(C(=O)O)c1OC	42%	19%	0.6%	9%	?
CCOC(=O)/C=c1\s/c(=C\c2ccc(-c3ccccc3)cc2)c(=O)n1CC(=O)NCc1ccc2c(c1)OCO2	19%	-3%	0.4%	0%	1%
COc1cc(CCCN2CCNC[C@H]2Cc2ccc(O)cc2)cc(OC)c1OC	5%	-5%	i	-10%	-3%	inhibitors of VEEV 10K pilot screen=0.0
Cc1nn(CC(=O)NCCCc2ccccc2)c(=O)c2cccn12	40%	-4%	1.8%	-8%	4%
CCc1noc(C)c1C(=O)N(CC)CC(=O)Nc1cc(Cl)ccc1C	3%	nt	i	0%	-5%
Cc1nc(SCC2(C)CC2(Cl)Cl)n[nH]1 (stereo not drawn)	-5%	3%	1.1%	-15%	2%
O=C(NCC1CCCO1)c1cc2nc(-c3ccco3)cc(C(F)(F)Cl)n2n1 (stereo not drawn)	8%	-14%	2.2%	3%	9%
Cc1cc(C)nc(SCc2cn3c(C)cccc3n2)n1	2%	14%	1.6%	nt	4%
CSCCC(NC(=O)c1ccco1)C(=O)Nc1ccc(C)cn1 (stereo not drawn)	-5%	6%	1.5%	-17%	1%
O=C1NC(=Nc2ccccc2)SC1Cc1ccccc1 (stereo not drawn)	-7%	5%	2.6%	nt	-10%
CCn1c(=O)c([N+](=O)[O-])c(NCC2CCCO2)c2ccccc21 (stereo not drawn)	-2%	-3%	i	-21%	1%
Cc1ccc(-n2c(SCC(=O)NCc3ccc4c(c3)OCO4)nnc2-c2cccnc2)c(C)c1	nt	nt	10.0%	-5%	nt
O=S(=O)(c1ccc(S(=O)(=O)N2CCN3CCCC3C2)cc1)N1CCCC1 (stereo not drawn)	-32%	-7%	0.5%	-7%	-15%
C=CCNC(=S)/C(=C(/[O-])c1ccccc1Br)[n+]1ccccc1	27%	9%	7.2%	10%	-4%
COc1ccc(S(=O)(=O)Nc2cccc3c2O[C@H](CN(C)Cc2ccc(Cl)c(Cl)c2)[C@@H](C)CN([C@H](C)CO)C3=O)cc1	46%	nt	0.6%	9%	9%
O=C(Cc1ccccn1)c1ccncc1	nt	nt	0.7%	1%	nt
Cc1ccccc1C(=O)NCCCNC(=O)c1cnccn1	28%	2%	1.9%	-2%	4%
Cc1cc(C)cc(N2C(=O)/C(=C\c3ccc(N4CCN(C)CC4)o3)C(=O)NC2=S)c1	-5%	-24%	i	nt	1%

Part of the list above in order of heavy-atom count, ascending.
SMILES	M. tuberculosis	PhoP GFP inhibition	inhibitors of VEEV	influenza NS1A	M. tuberculosis HTS	others
Cc1nc(SCC2(C)CC2(Cl)Cl)n[nH]1 (stereo not drawn)	-5%	3%	1.1%	-15%	2%
O=C(Cc1ccccn1)c1ccncc1	nt	nt	0.7%	1%	nt
O=C1NC(=Nc2ccccc2)SC1Cc1ccccc1 (stereo not drawn)	-7%	5%	2.6%	nt	-10%
C=CCNC(=S)/C(=C(/[O-])c1ccccc1Br)[n+]1ccccc1	27%	9%	7.2%	10%	-4%
CSCCC(NC(=O)c1ccco1)C(=O)Nc1ccc(C)cn1 (stereo not drawn)	-5%	6%	1.5%	-17%	1%
Cc1nn(CC(=O)NCCCc2ccccc2)c(=O)c2cccn12	40%	-4%	1.8%	-8%	4%
CCc1noc(C)c1C(=O)N(CC)CC(=O)Nc1cc(Cl)ccc1C	3%	nt	i	0%	-5%
O=S(=O)(c1ccc(S(=O)(=O)N2CCN3CCCC3C2)cc1)N1CCCC1 (stereo not drawn)	-32%	-7%	0.5%	-7%	-15%
O=C(NCC1CCCO1)c1cc2nc(-c3ccco3)cc(C(F)(F)Cl)n2n1 (stereo not drawn)	8%	-14%	2.2%	3%	9%
COc1cc(CCCN2CCNC[C@H]2Cc2ccc(O)cc2)cc(OC)c1OC	5%	-5%	i	-10%	-3%	inhibitors of VEEV 10K pilot screen=0.0
Cc1cc(C)cc(N2C(=O)/C(=C\c3ccc(N4CCN(C)CC4)o3)C(=O)NC2=S)c1	-5%	-24%	i	nt	1%
Cc1ccc(N2CN(S(=O)(=O)c3cccc([N+](=O)[O-])c3)c3nc4ccccc4nc32)cc1	-2%	-8%	i	6%	-3%
Cc1ccc(-n2c(SCC(=O)NCc3ccc4c(c3)OCO4)nnc2-c2cccnc2)c(C)c1	nt	nt	10.0%	-5%	nt
CCOC(=O)/C=c1\s/c(=C\c2ccc(-c3ccccc3)cc2)c(=O)n1CC(=O)NCc1ccc2c(c1)OCO2	19%	-3%	0.4%	0%	1%
COc1ccc(S(=O)(=O)Nc2cccc3c2O[C@H](CN(C)Cc2ccc(Cl)c(Cl)c2)[C@@H](C)CN([C@H](C)CO)C3=O)cc1	46%	nt	0.6%	9%	9%

Returning to the listing; the 3 compounds before the break are reprinted first.
SMILES	M. tuberculosis	PhoP GFP inhibition	inhibitors of VEEV	influenza NS1A	M. tuberculosis HTS	others
O=C(Cc1ccccn1)c1ccncc1	nt	nt	0.7%	1%	nt
Cc1ccccc1C(=O)NCCCNC(=O)c1cnccn1	28%	2%	1.9%	-2%	4%
Cc1cc(C)cc(N2C(=O)/C(=C\c3ccc(N4CCN(C)CC4)o3)C(=O)NC2=S)c1	-5%	-24%	i	nt	1%
O=C1NC(Cc2ccccc2)c2nc3cc(F)ccc3c(=O)n2-c2ccc(Cl)cc21 (stereo not drawn)	-5%	nt	nt	nt	28%
Cc1ccc(Oc2ccc(-c3nc(N)nc(N)n3)cc2)cc1C	27%	13%	4.8%	-2%	3%
CCN1CCN(CCc2nc3cc([N+](=O)[O-])ccc3n2C)CC1	11%	10%	i	-15%	-6%
COc1ccccc1CNC(=O)COc1ccc(Br)c(C)c1	14%	-3%	1.6%	-4%	4%
COC(=O)C1CCc2c(ccc3c2CCCC3)C1=O (stereo not drawn)	nt	nt	0.9%	0%	nt
CC(C)OCCCNC(=O)CCC(=O)NNc1nc2ccccc2c2nc(-c3ccccc3)nn12	49%	2%	11%	16%	7%
O=C(NC1CCCCC1)C(c1ccc(F)cc1)N(Cc1ccco1)C(=O)c1ccccn1 (stereo not drawn)	13%	0%	0.2%	-12%	-3%
O=C(Nc1ncccc1Cl)c1ccccc1F	-8%	-5%	0.7%	-3%	0%
Cc1ccc(C(=O)Nc2nnc(S(=O)(=O)N3CCN(c4ccc(F)cc4)CC3)s2)cc1	3%	0%	i	-3%	-1%
O=c1[nH]c2c(=O)[nH]cnc2nc1-c1ccccc1	-10%	22%	6.1%	-18%	-7%
COc1ccc(C(=O)C2CCCN(C(=O)c3ccc(OC)o3)C2)c(C)c1 (stereo not drawn)	-5%	-11%	5.9%	-6%	-6%
O=C(Nc1nnc(SCc2cccnc2)s1)C1CC(=O)N(c2ccc(F)cc2)C1 (stereo not drawn)	7%	1%	2.3%	-3%	-3%
O=C(CNS(=O)(=O)c1cccc2nonc12)NCc1ccc(F)cc1	13%	4%	2.2%	6%	6%
c1ccc(CCn2nnnc2CN2CCC(n3nnc4ccccc43)CC2)cc1	16%	3%	5.4%	4%	-4%	inhibitors of VEEV 10K pilot screen=3.7
CCCCCCc1cc2cc(S(=O)(=O)c3ccc(F)cc3)c(=O)oc2cc1O	15%	-10%	0.3%	-2%	-3%
Cc1ccc(N2CCN(/N=C/c3cccnc3)CC2)cc1	1%	5%	8.9%	19%	1%
COc1ccc(CCNC(=O)C2CC3Cn4c(nc5cc(Cl)c(Cl)cc54)C3N2C)cc1 (stereo not drawn)	-2%	-14%	i	5%	-2%
COc1cccc(CC(NC(C)=O)C(=O)NC2CCN(C(=O)c3ccncc3)CC2)c1OC (stereo not drawn)	nt	nt	2.7%	10%	nt
COc1cc(CCC(=O)N2CCN(c3ccc(N4CCOCC4)nn3)CC2)cc(OC)c1OC	nt	-3%	nt	nt	-9%
CC(C)c1cc(=O)[nH]c(SCC(=O)NC2CCCC2)n1	12%	5%	3.2%	-8%	-14%
O=C(NC(=S)NCCO)c1cn(-c2ccccc2)nc1-c1ccccc1	15%	7%	1.0%	-2%	8%
CC1CC/C(=C\c2ccc3c(c2)OCO3)C(=O)/C1=C/c1ccc2c(c1)OCO2 (stereo not drawn)	28%	-12%	6.8%	2%	0%
O=C(Nc1ccc([N+](=O)[O-])cn1)c1cc(-c2cccc(Br)c2)nc2ccccc12	4%	-4%	i	23%	0%	inhibitors of VEEV 10K pilot screen=1.5
